# HIV fusion peptide: inhibitors of HIV fusion peptide binding, primary screen, biochemical, uHTS, fluorescence dequenching (AID 1986) | cell-free peptide binding, fluorescence dequenching, 30 min; higher % means a stronger effect | actives 0.3% (n = 290,000) | inhibition, % at 20 µM; hits with a dose series show IC50 in µM; in the data active means inhibition mostly above about 52%, no sharp cut-off; inactive means mostly below about 76%; further: some results filed as inactive read as strong as hits
# GPR55 LPI antagonism: GPR55 antagonists blocking LPI-driven arrestin recruitment, primary screen, imaging, U2OS, beta-arrestin-GFP, LPI agonist (AID 2013); actives 0.13% (n = 290,000); U2OS GPR55 beta-arrestin-GFP translocation imaging, LPI antagonism; higher % means a stronger effect; G-protein coupled receptor 55 (Homo sapiens); one-dose inhibition, % at 10 µM; IC50 in µM for titrated hits;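 active means spots per cell inhibited over 60%, with over 100 cells counted and total cytoplasm intensity under 500,000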;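 further: U2OS cells stably carrying GPR55 and arrestin-GFP stimulated by 5 µM LPI near EC80; imaged beta-arrestin-GFP aggregate spots per cell after agonist stimulation; plate controls were LPI-stimulated DMSO wells for no effect and DMSO wells without LPI for full effect; some results filed as inactive read as strong as hits; confirmed hits need IC50 under 10 µM and bright autofluorescent wells are also inconclusive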
# NTR1 ag: agonists of NTR1, primary screen, imaging, U2OS cells, beta-arrestin-GFP, high content (AID 493036). NTR1-U2OS beta-arrestin-GFP spot imaging, agonist mode. actives 0.17% (n = 330,000). activation, % at 20 µM;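 active means activation at or above 40% of the spot to cytoplasm intensity ratio, with at least 20 cells analyzed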;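 further: 0% = DMSO without peptide and 100% = 100 nM NTR1 peptide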
# Target sequence (P30989 whole entry, looked up): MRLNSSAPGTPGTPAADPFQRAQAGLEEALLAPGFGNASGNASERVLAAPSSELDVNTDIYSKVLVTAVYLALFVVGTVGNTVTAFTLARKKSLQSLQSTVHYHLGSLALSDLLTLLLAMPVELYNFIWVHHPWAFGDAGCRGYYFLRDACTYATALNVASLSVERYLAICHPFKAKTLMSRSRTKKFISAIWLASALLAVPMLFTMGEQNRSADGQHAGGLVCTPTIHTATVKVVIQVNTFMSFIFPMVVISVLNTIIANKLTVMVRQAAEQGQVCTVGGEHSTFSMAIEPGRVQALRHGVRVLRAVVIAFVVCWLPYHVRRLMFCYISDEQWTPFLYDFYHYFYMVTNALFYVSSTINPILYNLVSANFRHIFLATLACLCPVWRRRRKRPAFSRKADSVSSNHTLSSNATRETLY
# AID2073: inhibitors of Mint1-CaV2.2 protein interaction, biochemical, HTRF (AID 2073); HTRF protein-protein interaction, Mint1-CaV2.2; higher % means a stronger effect; one-dose inhibition, % at 20 µM; IC50 in µM for titrated hits; actives 0.19% (n = 290,000); in the data active means inhibition mostly above about 51%, no sharp cut-off; further: some results filed as inactive read as strong as hits
# GPR35 antagonists: GPR35 antagonists blocking zaprinast-driven arrestin recruitment, primary screen, imaging, U2OS, beta-arrestin-GFP, zaprinast agonist (AID 2058) | inhibition, % at 10 µM; hits with a dose series show IC50 in µM | G-protein coupled receptor 35 (Homo sapiens) | U2OS GPR35 beta-arrestin-GFP translocation imaging, zaprinast antagonism; higher % means a stronger effect | actives 0.052% (n = 290,000);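 active means inhibition of at least 50% with at least 30 cells and total cytoplasm GFP at most 10,000,000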
# GPR55 activation: GPR55 agonists via beta-arrestin recruitment, primary screen, imaging, U2OS cells, beta-arrestin-GFP redistribution (AID 1961); G-protein coupled receptor 55 (Homo sapiens); U2OS GPR55 beta-arrestin-GFP redistribution imaging; higher % means a stronger effect; activation, % at 10 µM, or EC50 in µM where a hit was titrated; actives 0.048% (n = 290,000);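 active means activation above 40% with more than 50 cells counted in the well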;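 further: U2OS osteosarcoma cells stably expressing GPR55 and beta-arrestin-GFP; plate controls were DMSO negative control for no effect and LPI positive control for full effect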
# UTI89 phage lysis: inhibition of K1F phage lysis, E. coli UTI89, bacterial capsule biogenesis inhibitors, alamar blue (AID 488966); E. coli UTI89 K1F phage lysis, alamar blue, 2 h; higher % means a stronger effect; one-dose inhibition, % at 100 µM; IC50 in µM for titrated hits; actives 0.02% (n = 340,000);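 active means phage lysis inhibition, versus mean bacterial control, above a set limit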;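 further: capsule biogenesis inhibitors block K1F phage lysis so surviving cells raise fluorescence; higher fluorescence means more inhibition of phage lysis; actives were called in the ten point dose series up to 300 µM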
# SIAH1 antagonists: Siah-1 peptide-binding antagonists, primary screen, biochemical, fluorescence polarization, rhodamine-plectin, uHTS (AID 1817); E3 ubiquitin-protein ligase SIAH1 (Homo sapiens); Siah-1 / rhodamine-plectin peptide fluorescence polarization; higher % means a stronger effect; one-dose displacement, % at 20 µM; IC50 in µM for titrated hits; actives 0.02% (n = 290,000);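 active means displacement of at least 50% at 20 µM, with a fluorescence ratio check between 0.3 and a set limit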;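 further: plate controls were Siah plus tracer with DMSO for no effect and tracer alone without Siah for full effect; strong numbers were not always called active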
# NS5 inhibitors: Dengue-2 NS5 methyltransferase inhibitors, primary screen, biochemical, confirmation dose response (AID 588689); Dengue-2 NS5 methyltransferase capping enzyme assay, biochemical; higher % means a stronger effect; actives 0.3% (n = 340,000); Genome polyprotein (Dengue virus type 2 (strain 16681-PDK53)); inhibition, % at 25 µM; hits with a dose series show IC50 in µM; in the data active means a potency from the dose series
# NTR1 ag cell count 20 µM: recorded beside NTR1 ag, whose call it bears; cell count; measured here: cell count, cytotoxicity flag
# NS5 inhibitors pilot replicate: further read-out of NS5 inhibitors, marked with its call; inhibition, %; measured here: pilot screen replicate inhibition
# The depositor's hits bear a star; x = no result given; [ ] = remark or other dose.
SMILES,HIV fusion peptide,GPR55 LPI antagonism,NTR1 ag,NTR1 ag cell count 20 µM,AID2073,GPR35 antagonists,GPR55 activation,UTI89 phage lysis,SIAH1 antagonists,NS5 inhibitors,others
CCn1c(CSCc2ccc(F)cc2)nnc1SCC(=O)NCc1ccccc1,-1.5%,1.7%,0.2,60,-15.1%,-4.0%,-0.2%,0.2%,-3.6%,-2.0%,
O=C(Nc1ccc2c(c1)OCO2)C1Cc2ccccc2CN1S(=O)(=O)c1cccs1 (stereo unspecified),1.5%,6.1%,-2.9,74,28.5%,9.7%,0.4%,3.4%,12.9%,-3.2%,
CC(C)NC(=O)CSc1nnc(-c2ccc(S(=O)(=O)N3CCCC3)cc2)n1CC1CCCO1 (stereo unspecified),-1.1%,24.6%,-1.9,94,-14.5%,-6.0%,-0.1%,0.1%,-0.3%,-5.3%,
COC(=O)c1ccc(COc2ccccc2/C=C(\C#N)C(=O)Nc2ccccc2C)cc1,3.9%,16.5%,4.5,55,4.4%,2.0%,0.5%,0.8%[50 µM],7.9%,-5.3%,
Cc1ccccc1C(=O)Nc1c2c(nc3ccccc13)CCCC2,0.9%,6.7%,-1.6,56,8.1%,-9.1%,-0.3%,0.7%,2.4%,-5.0%,
COc1ccc(C)cc1NC(=O)Nc1cnccn1,-1.4%,12.8%,-0.5,79,11.9%,-12.2%,-0.1%,-0.1%,7.2%,-14.4%,
CCOc1ccccc1N1C(=O)CC(Sc2n[nH]c(-c3ccccc3)n2)C1=O (stereo unspecified),-1.3%,14.4%,-0.6,87,61.3%,-15.0%,-0.2%,0.3%,7.1%,-28.8%,
CCCCOc1ccc(CCC(=O)N/N=C/c2ccco2)cc1,-1.1%,0.7%,-0.7,40,11.5%,-8.4%,-0.1%,-0.2%,2.0%,-10.7%,
COc1ccc(C2CC(c3ccccc3)Nc3nc(NS(C)(=O)=O)nn32)cc1 (stereo unspecified),-1.5%,-3.9%,0.5,49,-6.6%,5.1%,0.1%,0.7%[50 µM],-0.4%,6.3%,
COc1ccc(NC(=O)c2sccc2SCc2cccc(C(F)(F)F)c2)cc1,-1.0%,0.1%,6.2,49,10.1%,13.9%,0.1%,3.1%,-5.9%,-3.2%,
COc1ccc(OC)c(S(=O)(=O)NCc2csc(-c3ccccc3)n2)c1,2.1%,2.1%,-0.5,46,5.4%,0.2%,-0.1%,0.1%[50 µM],-0.9%,-3.5%,
COc1cccc(S(=O)(=O)Nc2ccc3sc(C)nc3c2)c1,-1.5%,1.2%,-0.5,53,-2.6%,-2.1%,0.3%,0.0%,3.2%,-4.1%,NS5 inhibitors pilot replicate=-1.8
Cc1cc(C)c(C#N)c(SCc2ccc(C(=O)O)cc2)n1,6.9%,1.1%,0.1,44,6.1%,-4.4%,-0.1%,-1.8%,0.4%,-0.8%,
COc1ccc(C(CNC(=O)c2oc3cc(Br)ccc3c2C)N2CCCCC2)cc1 (stereo unspecified),-1.3%,39.1%,8.8,52,6.0%,-2.7%,2.5%,0.4%,0.2%,4.6%,
Cc1c(C(=O)N2CCCCC2CCN2CCCC2=O)oc2c(F)cccc12 (stereo unspecified),0.3%,-0.6%,2.0,47,6.8%,-3.6%,-0.2%,0.6%[50 µM],-0.3%,-3.9%,
Oc1ccc(C(=S)N2CCCCC2)cc1,-1.7%,-2.7%,-1.7,48,-1.9%,-5.9%,0.2%,1.4%,-0.4%,1.6%,
CC1CN(Cc2ccccc2)c2nc3c(c(=O)n(C)c(=O)n3C)n2C1 (stereo unspecified),0.6%,-11.4%,3.0,52,19.4%,-1.2%,-0.1%,-3.5%,1.2%,-6.2%,
C#CCOc1ccc(/C=C2/C(=O)ON=C2C)cc1OCC,-0.8%,-10.8%,1.3,88,16.5%,2.8%,-0.3%,-0.1%,-0.6%,>100µM*,
CC(=O)Nc1ccc(S(=O)(=O)N2CCN(C(=O)c3ncoc3-c3ccccc3C)CC2)cc1,0.2%,-8.3%,-1.2,55,-3.3%,16.6%,-0.1%,0.3%,5.2%,6.6%,
CCN(CC)C(=O)c1ccccc1NS(=O)(=O)c1cccs1,-0.2%,7.0%,-0.1,61,-0.6%,-5.4%,-0.1%,0.2%[50 µM],2.0%,-1.3%,
Cc1ccccc1NC(=S)NC(C)C(c1ccccc1)N1CCN(C)CC1 (stereo unspecified),-1.7%,18.9%,2.4,54,7.7%,-2.7%,-0.5%,0.7%,-0.3%,1.5%,
CCOC(=O)N1CCN(Cc2nc(-c3cccc(C)c3)no2)CC1,-0.4%,-2.1%,-0.1,55,3.2%,12.7%,-0.1%,-0.2%,-0.1%,-6.8%,
OC1(c2ccc(OC(F)F)cc2)CSC(=Nc2cccnc2)N1C1CC1 (stereo unspecified),0.5%,0.0%,8.6,57,2.0%,0.9%,-0.1%,0.3%,-0.7%,-1.6%,
COc1ccc(-c2cnn3c4c(c(C)nc23)CCN4C2CCCC2)cc1OC,-2.1%,2.2%,9.9,85,6.3%,-5.0%,-0.3%,0.0%,-4.3%,0.4%,
CCOc1ccc(C(=O)NCc2cccnc2)cc1,-3.7%,2.5%,1.4,66,-2.5%,-8.5%,-0.2%,0.0%,0.3%,-3.5%,

# Next compounds follow.
SMILES,HIV fusion peptide,GPR55 LPI antagonism,NTR1 ag,NTR1 ag cell count 20 µM,AID2073,GPR35 antagonists,GPR55 activation,UTI89 phage lysis,SIAH1 antagonists,NS5 inhibitors,others
CCOc1ccc2ccccc2c1/C=N/n1cncn1,-0.6%,19.6%,-2.4,75,-1.2%,4.3%,-0.1%,0.0%,-1.8%,-3.2%,
CCOC(=O)c1c(C)oc2cc(Br)c(OC(C)C(=O)OCC)cc12 (stereo unspecified),-0.5%,7.2%,7.6,73,3.7%,-4.4%,0.3%,0.3%,0.0%,0.3%,
COc1ccc(NC(=O)c2cc(-c3ccc(C)c(C)c3O)n[nH]2)cc1Cl,-3.7%,1.2%,10.4,96,25.3%,5.5%,0.0%,0.1%,1.2%,-1.3%,
Cn1nc(C(C)(C)C)cc1C(=O)NNC(=O)c1cccc(Cl)c1,4.3%,4.9%,0.6,56,2.9%,9.2%,-0.2%,-1.2%,18.8%,-3.1%,
Cc1c(C)c2ccc(OCC(=O)Nc3nccs3)cc2oc1=O,0.8%,8.7%,1.2,72,5.1%,7.8%,-0.1%,0.3%,1.5%,-2.7%,
Cc1cc(C(=O)N/N=C/c2ccc([N+](=O)[O-])cc2)c2ccccc2n1,-1.9%,-15.9%,0.4,46,2.6%,11.3%,0.2%,-2.5%,-3.8%,-2.3%,
O=C(CSc1nc2ccccc2c(=O)[nH]1)N1CCN(c2ccccc2F)CC1,0.3%,9.8%,-0.6,47,1.4%,-1.7%,0.0%,-1.3%,7.7%,-2.9%,
CC(=O)Nc1ccc(S(=O)(=O)N2CCN=C2c2ccccc2)cc1,0.1%,-14.9%,0.3,55,9.0%,-8.3%,0.4%,0.7%[50 µM],-7.6%,-2.6%,
CCCn1c(=O)c(C(=O)Nc2ccccc2C(=O)OC)c(O)c2ccccc21,14.9%,-6.2%,9.8,36,-8.7%,21.7%,-0.1%,0.6%,3.5%,-7.5%,
CCOc1nc2cnccc2n(CC(=O)Nc2c(C)cccc2CC)c1=O,0.1%,8.5%,0.6,69,-0.5%,-2.0%,0.3%,0.1%,-3.5%,-15.0%,
Cc1cc(C(F)(F)F)c(C#N)c(SCC(=O)NC(C)(C)C)n1,-1.9%,2.3%,0.1,75,-4.9%,4.4%,-0.4%,0.4%,-3.0%,-2.7%,NS5 inhibitors pilot replicate=4.8
O=C(c1cccn2c(=O)c3cc4ccccc4cc3nc12)N1CCN(c2ccccc2)CC1,1.5%,8.4%,-1.9,66,-2.9%,5.3%,-0.4%,x,5.9%,x,
CCOC(=O)c1ccccc1NC(=O)C1COc2ccccc2O1 (stereo unspecified),-3.1%,1.0%,18.4,39,-5.3%,4.2%,-0.2%,0.3%,3.1%,-6.7%,
COc1ccccc1CN1CC(C(=O)NCc2cc(F)cc(C(F)(F)F)c2)CCC1=O (stereo unspecified),2.3%,16.2%,-0.2,59,0.7%,-6.2%,-0.1%,3.3%,9.3%,-2.7%,
COC(=O)N/N=C/c1cn(Cc2ccc(Cl)cc2Cl)c2ccccc12,-1.4%,-0.1%,7.3,78,1.8%,-8.9%,-0.1%,0.2%,2.3%,1.3%,
O=C(NC1CC2CCCC(C1)N2C(=S)Nc1ccc(Cl)cc1)C1CC1 (stereo unspecified),0.6%,10.5%,-1.3,44,-18.0%,7.5%,0.2%,0.1%,11.5%,-13.8%,
CN(/C=C/C(=C\C=[N+](C)c1ccccc1)OCCCS(=O)(=O)[O-])c1ccccc1,24.5%,-3.5%,1.4,51,23.6%,2.7%,0.0%,0.0%,5.6%,-26.5%,
O=C(NC1CCC(NC(=O)C(F)(F)C(F)F)CC1)C(F)(F)C(F)F (stereo unspecified),-2.9%,-5.2%,-0.6,71,-4.0%,-3.8%,-0.2%,-3.1%,-3.2%,-5.6%,
C(=C\c1ccccc1)/C=N/Nc1nc(N2CCOCC2)nc(N2CCOCC2)n1,1.0%,6.7%,1.1,39,-15.4%,4.7%,0.0%,0.1%,5.2%,0.5%,
CC1CCN(CC(=O)Nc2ccccc2-c2ccccc2)CC1,1.6%,3.4%,6.0,53,5.9%,-16.5%,-0.3%,6.0%,0.1%,-1.4%,
O=C(NCc1ccc(F)cc1)N1CCc2ccccc2C1,0.1%,8.2%,0.9,49,8.8%,9.2%,-0.1%,0.0%,-6.1%,0.0%,
O=C(N/N=C/c1ccccc1F)c1csc2c1CCCC2,-4.0%,23.7%,-6.8,86,-6.6%,-0.3%,0.2%,2.6%,3.4%,-10.4%,

# Random excerpt: 3 entries already listed.
SMILES,HIV fusion peptide,GPR55 LPI antagonism,NTR1 ag,NTR1 ag cell count 20 µM,AID2073,GPR35 antagonists,GPR55 activation,UTI89 phage lysis,SIAH1 antagonists,NS5 inhibitors,others
CC(C)NC(=O)CSc1nnc(-c2ccc(S(=O)(=O)N3CCCC3)cc2)n1CC1CCCO1 (stereo unspecified),-1.1%,24.6%,-1.9,94,-14.5%,-6.0%,-0.1%,0.1%,-0.3%,-5.3%,
O=C(Nc1ccc2c(c1)OCO2)C1Cc2ccccc2CN1S(=O)(=O)c1cccs1 (stereo unspecified),1.5%,6.1%,-2.9,74,28.5%,9.7%,0.4%,3.4%,12.9%,-3.2%,
CCCn1c(=O)c(C(=O)Nc2ccccc2C(=O)OC)c(O)c2ccccc21,14.9%,-6.2%,9.8,36,-8.7%,21.7%,-0.1%,0.6%,3.5%,-7.5%,

# From PubChem
